Rv3671c protease: inhibitors of M. tuberculosis serine protease Rv3671c | actives 0.048% (n = 320,000) | AID 2606 | P9WHR9 | inhibition, % at 5.96 µM; in the data active means inhibition above about 38%;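 further: extracellular domain of Rv3671c used as enzyme; 0% = enzyme with DMSO and 100% = no enzyme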
Target sequence (P9WHR9 whole entry, looked up, the tested form may be a part): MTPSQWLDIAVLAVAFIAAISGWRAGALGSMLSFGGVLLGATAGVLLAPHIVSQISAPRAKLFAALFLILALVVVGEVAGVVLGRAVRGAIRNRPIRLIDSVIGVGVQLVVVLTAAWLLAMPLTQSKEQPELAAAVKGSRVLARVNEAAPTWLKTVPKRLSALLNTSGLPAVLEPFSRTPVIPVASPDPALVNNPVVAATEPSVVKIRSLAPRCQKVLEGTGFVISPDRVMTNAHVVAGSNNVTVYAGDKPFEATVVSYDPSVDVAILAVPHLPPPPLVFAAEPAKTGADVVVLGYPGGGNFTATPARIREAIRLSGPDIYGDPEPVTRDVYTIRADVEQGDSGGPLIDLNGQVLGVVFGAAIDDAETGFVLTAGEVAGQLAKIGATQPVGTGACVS
Mtb BioA inh: inhibitors of Mycobacterium tuberculosis BioA enzyme. purified M. tuberculosis BioA enzyme, plate reader. inhibition, % at 9.99 µM. actives 0.096% (n = 360,000); in the data active means inhibition above about 40%
GDH-TPI counter: GDH-TPI coupled enzyme inhibition counter-screen | inhibition, % at 4.8 µM | actives 1.2% (n = 360,000) | AID 588335 | GDH-TPI coupled enzyme counterscreen, NADH absorbance; in the data active means inhibition above about 30%;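 further: 0% = DMSO wells and 100% = wells lacking the enzyme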
UGM FP inh: inhibitors of M. tuberculosis UDP-galactopyranose mutase | P9WIQ1 | purified UGM, fluorescence polarization probe displacement | inhibition, % at 10 µM | actives 0.06% (n = 320,000) | AID 504406; in the data active means inhibition above about 10%, passing the limit was not always enough
VHR inh abs: blocks human VHR1 dual specificity phosphatase; inhibition, % at 13.3 µM; AID 1654; P51452; recombinant VHR phosphatase, pNPP absorbance; actives 0.52% (n = 290,000); in the data active means inhibition above about 50%; further: some compounds called inactive have numbers as strong as hits
Target sequence (P51452 whole entry, looked up): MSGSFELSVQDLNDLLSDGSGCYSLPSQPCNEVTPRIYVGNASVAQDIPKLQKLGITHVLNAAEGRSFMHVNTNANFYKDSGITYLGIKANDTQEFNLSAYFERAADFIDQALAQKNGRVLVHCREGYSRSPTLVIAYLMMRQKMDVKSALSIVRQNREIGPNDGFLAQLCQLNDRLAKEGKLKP
SSB-PriA inh: blocks PriA binding to SSB C-terminal tail | actives 0.6% (n = 430,000) | AlphaScreen SSBct-PriA binding, biotinylated peptide | AID 1272365 | inhibition, % at 33 µM; in the data active means inhibition mostly above about 37%, no sharp cut-off; inactive means mostly below about 20%;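 further: plate controls were negative control peptide for no effect and reference peptide for full effect; strong numbers were not always called active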
Vc quorum ag: quorum light induction in luxS cqsA deficient V. cholerae; activation, % at 18.7 µM; V. cholerae BH1578 lux reporter, luminescence, 6 h; actives 0.16% (n = 350,000); AID 588436; in the data active means activation mostly above about 9.7%, no sharp cut-off; further: not every result past the cut was called active; inactives centre near 0; reference of the scale not given here
3CLpro inhibitor: SARS-CoV 3CLpro protease inhibition | actives 0.14% (n = 290,000) | recombinant SARS-CoV 3CLpro, quenched FRET peptide cleavage | inhibition, % at 6 µM | P0C6X7; in the data active means inhibition above about 12%
FBA Mtb inh: inhibitors of M. tuberculosis fructose-bisphosphate aldolase; P9WQA3; purified M. tuberculosis FBA, fluorescence read-out; inhibition, % at 1 µM; actives 2.3% (n = 360,000); AID 588726; in the data active means inhibition above about 27%;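 further: 0% = vehicle and 100% = reference inhibitor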
Target sequence (P9WQA3 whole entry, looked up): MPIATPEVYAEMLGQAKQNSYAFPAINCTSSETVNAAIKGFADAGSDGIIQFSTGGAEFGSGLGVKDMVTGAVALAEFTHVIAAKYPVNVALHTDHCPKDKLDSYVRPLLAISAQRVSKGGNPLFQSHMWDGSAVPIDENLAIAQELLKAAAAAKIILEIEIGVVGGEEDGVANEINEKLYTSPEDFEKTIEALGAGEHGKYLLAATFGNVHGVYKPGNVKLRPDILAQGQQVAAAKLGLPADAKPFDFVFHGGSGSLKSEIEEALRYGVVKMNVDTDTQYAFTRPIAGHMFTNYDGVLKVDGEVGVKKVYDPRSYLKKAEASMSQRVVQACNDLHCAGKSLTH
MazF activator: MazEF (E. coli) toxin RNase activation. actives 0.32% (n = 350,000). P0AE70. FAM/BHQ RNA-DNA oligo cleavage fluorescence, 5 h. activation, % at 20 µM; in the data active means activation above about 50%
Target sequence (P0AE70 whole entry, looked up): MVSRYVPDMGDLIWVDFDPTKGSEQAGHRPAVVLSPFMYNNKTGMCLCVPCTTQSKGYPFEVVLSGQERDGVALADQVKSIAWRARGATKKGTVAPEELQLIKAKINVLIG
Starred values were filed as active, the others as inactive; i = inactive; / = not tested or not shown. These rows are one share of the data; rates above refer to the full screens.

SMILES | Rv3671c protease | Mtb BioA inh | GDH-TPI counter | UGM FP inh | VHR inh abs | SSB-PriA inh | Vc quorum ag | 3CLpro inhibitor | FBA Mtb inh | MazF activator
Cc1ccc(C(=O)NC2CCN(C(=O)N3CCOCC3)CC2)cc1 | -4 | 0.6 | 1 | 2.2 | 26 | -13 | -6.7 | -1 | 2 | -5
CC(C)CNC(=S)N1CCC(Cc2ccccc2)CC1 | / | 0.4 | 0 | -1.8 | 18 | -7 | -0.1 | 1 | 7 | 7
CN(C)CCNC(=O)c1ccc2c(=O)n(Cc3ccc(Cl)cc3)c(=S)[nH]c2c1 | -34 | / | 12 | -1.1 | -6 | 10 | i | 1 | 6 | 15
CCOC(=O)c1cccc(N/C=C/C(=O)c2ccc(OC)c(OC)c2)c1 | -1 | 2.1 | 20 | -0.3 | 23 | 2 | i | 0 | -2 | -6
CC(C)c1ccc(S(=O)(=O)Nc2ccc(O)c(Sc3ncn[nH]3)c2)cc1 | / | -0.3 | 13 | 1.4 | 35 | 6 | i | 2 | 1 | -6
CC(C)[C@@H]1NC(=O)c2cc([N+](=O)[O-])cc(I)c2OCC[C@@H](C(N)=O)NC(=O)[C@H](CCC(=O)O)NC1=O | 0 | -1.2 | 19 | 4.1 | 0 | -12 | -0.6 | 2 | -3 | -8
CC(C)(C)OC(=O)N1CCCN(C(=O)Nc2ccc(OC(F)(F)F)cc2)CC1 | 7 | -1.7 | 2 | 3.7 | 10 | 2 | -8.3 | 7 | 1 | 1
COc1ccccc1C(=O)Nc1cccc2cccnc12 | -24 | -0.2 | 15 | 3.9 | 25 | -67 | i | 5 | -1 | 8
CCOC(=O)N1CCC(NC(=O)Cc2cn(C)c3ccccc23)CC1 | -3 | -0.3 | 13 | -0.8 | -7 | -1 | -0.4 | 0 | 11 | -20
COc1cc(S(=O)(=O)N2CCCCC2)ccc1NC(=O)c1ccc(F)cc1 | -6 | / | -5 | -0.4 | 0 | -29 | -0.3 | -4 | 0 | 7
Cc1ccc(S(=O)(=O)N2CCN(CC(=O)N/N=C/c3ccccc3OCC(=O)O)CC2)cc1 | 15 | / | / | 2.0 | 8 | i | / | 2 | / | -2
O=[N+]([O-])c1cc([N+](=O)[O-])c(Oc2ccc(F)cc2)cc1NN1CCCCC1 | 2 | -2.9 | 9 | 0.0 | 20 | -15 | -0.5 | -6 | 2 | 3
O=C(NN1C(=O)C2C(c3ccccc3)C=CC(c3ccccc3)C2C1=O)c1ccccc1 (configuration not stated) | -42 | / | -1 | 2.5 | 21 | -14 | 0.2 | 4 | -1 | 4
Cc1c(NC(=O)CN2C(=O)NC(C)(c3ccccc3)C2=O)c(=O)n(-c2ccccc2)n1C (configuration not stated) | -11 | / | 6 | 1.4 | 0 | 7 | -0.1 | -2 | -1 | -1
CC(C)NCC(O)COc1cccc2ccccc12 (configuration not stated) | -4 | -0.5 | 5 | -1.1 | 3 | -6 | -0.2 | / | 3 | 2

Copied from the list.
O=[N+]([O-])c1cc([N+](=O)[O-])c(Oc2ccc(F)cc2)cc1NN1CCCCC1 | 3CLpro inhibitor = -6
CCOC(=O)N1CCC(NC(=O)Cc2cn(C)c3ccccc23)CC1 | Mtb BioA inh = -0.3
CC(C)[C@@H]1NC(=O)c2cc([N+](=O)[O-])cc(I)c2OCC[C@@H](C(N)=O)NC(=O)[C@H](CCC(=O)O)NC1=O | Vc quorum ag = -0.6
Cc1c(NC(=O)CN2C(=O)NC(C)(c3ccccc3)C2=O)c(=O)n(-c2ccccc2)n1C (configuration not stated) | SSB-PriA inh = 7

Compound profiles, from the list above. Order of values: Rv3671c protease, Mtb BioA inh, GDH-TPI counter, UGM FP inh, VHR inh abs, SSB-PriA inh, Vc quorum ag, 3CLpro inhibitor, FBA Mtb inh, MazF activator
`Cc1ccc(C(=O)NC2CCN(C(=O)N3CCOCC3)CC2)cc1` as listed: -4, 0.6, 1, 2.2, 26, -13, -6.7, -1, 2, -5
`COc1cc(S(=O)(=O)N2CCCCC2)ccc1NC(=O)c1ccc(F)cc1` as listed: -6, /, -5, -0.4, 0, -29, -0.3, -4, 0, 7
`CC(C)c1ccc(S(=O)(=O)Nc2ccc(O)c(Sc3ncn[nH]3)c2)cc1` as listed: /, -0.3, 13, 1.4, 35, 6, i, 2, 1, -6
`CC(C)CNC(=S)N1CCC(Cc2ccccc2)CC1` as listed: /, 0.4, 0, -1.8, 18, -7, -0.1, 1, 7, 7

More results:
SMILES | Rv3671c protease | Mtb BioA inh | GDH-TPI counter | UGM FP inh | VHR inh abs | SSB-PriA inh | Vc quorum ag | 3CLpro inhibitor | FBA Mtb inh | MazF activator
O=C(CCn1c(=O)[nH]c2ccsc2c1=O)N(CCc1ccccc1)Cc1ccccc1 | -5 | -4.5 | 8 | 2.3 | -5 | -2 | 0.2 | -2 | -8 | -7
O=[N+]([O-])c1ccccc1SNc1ccccn1 | -3 | / | 2 | 2.4 | -2 | -1 | -0.2 | -2 | -2 | 4
COc1ccc(C)cc1S(=O)(=O)N(C)CC(=O)N1CCN(c2ccccc2)CC1 | 9 | / | -3 | 0.7 | 23 | 5 | -0.2 | 2 | 0 | 6
CCN1CCCC1CN(Cc1cc2ccc(C)cc2[nH]c1=O)C(=S)Nc1ccc(F)cc1 (configuration not stated) | 6 | / | 6 | 0.2 | 30 | 11 | i | 4 | 1 | 9
NC(=O)Cn1c(=O)n(CCC(=O)Nc2ccc(F)cc2)c(=O)c2sccc21 | -8 | 0.1 | 10 | -1.9 | 20 | -5 | 0.0 | -3 | -2 | 7
CC(C)COC(=O)c1ccccc1C(=O)OCC(C)C | -4 | -1.3 | 10 | 3.9 | 26 | -32 | -0.4 | / | 2 | 7
O=c1c(-c2ccccc2)cocc1-c1ccccc1 | / | / | 2 | / | / | / | -2.9 | / | 1 | 3
Cc1ccc(C(=O)NNC(=S)NC(=O)c2ccc(Cl)cc2Cl)cc1 | 8 | / | 0 | 3.1 | 11 | -1 | 6.2 | 3 | -4 | 0
Cc1ccc(CNC(=S)N(C)C)cc1 | 4 | -0.2 | 8 | -1.6 | 4 | 6 | 3.5 | -1 | -1 | 8
O=c1nc(NC2CCCC2)ccn1Cc1cccc(Br)c1 | -5 | 5.5 | 11 | -2.5 | 11 | -11 | i | 1 | 3 | 7
OC1CCN(c2c3c(nc4cc(-c5ccc(F)cc5)nn24)CCC3)CC1 | 0 | -2.1 | 6 | -3.1 | 15 | -4 | -2.6 | 1 | -5 | 3
CNc1nc(Cl)c(SC)c(N2CCOCC2)n1 | -3 | / | 2 | -1.0 | 4 | 5 | i | 1 | 0 | -31
CCN1/C(=C2\OC(=S)N(C)C2=O)C=Cc2ccccc21 | 2 | -2.4 | 6 | -1.4 | -5 | 2 | -0.9 | -1 | -1 | 656*
Cc1ccc(-c2ccc(CCC(=O)O)n2-c2ccc(C(=O)O)cc2)cc1 | / | -1.1 | 10 | -2.6 | -15 | -6 | -0.9 | 4 | 4 | -1
CCn1c(SCC(=O)NNC(=O)c2ccc(OC)cc2)nnc1C(C)C | -1 | -7.0 | -4 | -0.8 | 31 | -2 | -0.3 | -4 | 4 | -8
COc1ccc(CCNC(=O)C2CCN(c3ccc(N4CCOCC4)nn3)CC2)c(OC)c1 | 0 | 1.7 | 6 | -0.2 | 27 | -2 | -0.3 | -5 | 22 | -3
CCc1cc(=O)oc2cc(C)cc(OCC(=O)NCC3CCC(C(=O)O)CC3)c12 (configuration not stated) | 3 | 0.3 | 0 | 0.6 | 25 | 1 | -0.3 | -5 | 19 | 5
CCOc1cc(S(=O)(=O)Nc2ccccn2)ccc1F | -8 | 0.5 | -4 | 0.2 | -4 | -4 | -0.5 | 3 | 6 | 3
CCOCCCNC(=S)Nc1ccc2nc(N3CCOCC3)cc(C)c2c1 | -12 | -1.0 | -3 | -1.4 | -10 | 3 | -0.6 | 0 | 32* | 3
CCOc1ccc(/C=C/C(=O)c2c(O)cc(C)oc2=O)cc1 | 1 | -0.5 | 18 | -0.3 | -12 | -5 | -0.8 | -5 | 0 | 13
O=C(CC1C[C@H](C(=O)N2CCCCC2)[C@@]2(CCc3ccccc3)c3[nH]c4ccccc4c3CCN2C1=O)NCCc1ccccn1 (some centres not stated) | / | -2.8 | 8 | / | / | -3 | i | / | -1 | 2
CCN(CC)C(=O)C1=C(C)N(Cc2ccc(F)cc2)C(=O)C(CC(=O)NCCCN(C)C)C1 (configuration not stated) | / | -0.6 | 5 | / | / | / | -0.4 | / | -3 | 8
CCc1cccc(NC(=O)CNC(=O)N2CC(=O)Nc3ccccc32)c1 | 7 | -0.3 | 5 | 1.3 | -22 | -14 | -3.1 | -5 | 0 | 3
O=C(c1ccccc1)c1ccc(OC(=O)C2CCCCC2)cc1 | -1 | -0.9 | 1 | -1.3 | -4 | -12 | i | -7 | -1 | -2
COCCCNC(=O)CN1C(=O)CSc2ncccc21 | 8 | 0.3 | -2 | 1.2 | 11 | -11 | -0.2 | 1 | 2 | 5
CCOC(=O)C1CCCN(C(=O)COC(=O)c2cccs2)C1 (configuration not stated) | 4 | -0.2 | 11 | 0.5 | / | -16 | i | / | 3 | 10
CN(C)c1ccc(-c2cc(O)c3ncccc3c2)cc1 | 11 | -1.2 | 26 | -1.4 | / | 43 | 10 | / | 5 | 4
Cc1nc2ccccc2nc1OCc1cccc(Cl)c1 | 0 | -1.6 | 9 | 0.2 | 46 | -9 | i | 0 | 10 | -3
CC(=O)Nc1ccc(N(C(=O)c2ccco2)C(C(=O)NC2CCCC2)c2cccs2)cc1 (configuration not stated) | 5 | / | 3 | 1.5 | 19 | 12 | -0.7 | 3 | 1 | 3
COc1ccc(C(=O)NCC(=O)NCC(=O)OCC(=O)c2cccs2)cc1 | 0 | / | -7 | -2.7 | 42 | -8 | -1.4 | -1 | -1 | 2
O=C(c1ccc(Cl)c(Cl)c1)N1CCCC1 | -1 | -1.2 | -2 | -0.2 | 37 | -22 | 5.6 | 1 | -1 | -4
COc1nc(N(C)S(=O)(=O)c2ccc(C)cc2)nc(C)c1Br | 0 | -0.3 | 9 | -0.2 | 18 | -10 | -0.4 | 5 | 0 | 15
O=C(O)c1ccc(-c2nc(-c3ccccc3)cs2)cc1 | -8 | / | 8 | 2.5 | 9 | -4 | -0.5 | -3 | 10 | 0
C[N+]1(C)C2CCC1CC(OC(=O)C(CO)c1ccccc1)C2 (configuration not stated) | -2 | -0.7 | 0 | 0.3 | -5 | 8 | i | 2 | 0 | 4
Nn1c(-c2ccccc2)nc2cc(Cl)ccc2c1=O | -4 | -2.6 | 6 | -3.2 | 17 | -6 | i | -1 | 9 | 8
Cc1cc(C)nc(Nc2cccc(C(F)(F)F)c2)n1 | -2 | -0.2 | -4 | -1.3 | -1 | -10 | 0.8 | -2 | 1 | 10
Cc1ccc(/C=C(\NC(=O)c2ccccc2)C(=O)NC2CCN(Cc3ccccc3)CC2)o1 | 11 | 0.0 | 17 | 0.8 | 10 | 5 | 0.4 | 3 | 0 | 3
Cc1ccc(/C=C2\SC(=S)N(CCC(=O)N3CCCCC3)C2=O)cc1 | -7 | -1.1 | 3 | 0.6 | 30 | -6 | 5.6 | 1 | -1 | -1
Nc1ccc(Br)c[n+]1Cc1cccc2cccnc12 | 0 | 1.4 | 0 | -0.4 | 7 | 0 | -0.4 | 2 | 0 | 0
CCOC(=O)[C@H]1[C@H]2COc3ccc(C)cc3[C@@H]2N2C(=O)CN(Cc3ccco3)C(=O)[C@@]12C | -4 | 0.1 | 0 | -0.7 | / | 2 | -0.4 | / | 3 | 4
O=C(/C=C/c1ccco1)NCC(=O)N/N=C/c1ccc([N+](=O)[O-])cc1 | -2 | / | 21 | -1.0 | 30 | / | -2.0 | 2 | -2 | -2

Compound activity deposited in PubChem BioAssay by several laboratories.
